PP1 counter: PP1-alpha phosphatase inhibitors, primary screen, counter-screen for PP5 inhibitor project, biochemical, fluorescence, OMFP substrate, single point | actives 0.9% (n = 320,000) | purified PP1alpha | inhibition, % at 6.7 µM | AID 2235, 2010;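 active = inhibition above the mean inhibition of all tested compounds plus 3 SD, computed separately for each screening campaign, cut at about 15% in these data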
Target sequence (P62136 whole entry, looked up): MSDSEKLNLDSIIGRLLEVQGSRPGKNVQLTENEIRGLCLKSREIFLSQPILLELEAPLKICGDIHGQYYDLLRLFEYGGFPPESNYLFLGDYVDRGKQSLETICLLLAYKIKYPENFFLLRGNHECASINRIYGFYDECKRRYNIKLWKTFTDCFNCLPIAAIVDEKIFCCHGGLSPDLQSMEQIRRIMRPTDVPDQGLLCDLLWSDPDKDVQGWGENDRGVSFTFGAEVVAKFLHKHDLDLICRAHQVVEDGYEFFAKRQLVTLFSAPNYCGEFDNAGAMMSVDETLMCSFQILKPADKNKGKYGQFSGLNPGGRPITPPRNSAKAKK
ZTA counter: blocks Epstein-Barr virus ZTA, an EBNA-1 counter-screen | P03206 | ZTA-DNA binding, fluorescence polarization | inhibition, % at 11 µM | actives 0.15% (n = 320,000) | AID 2234; in the data active = inhibition above about 33%
Target sequence (P03206 whole entry, looked up): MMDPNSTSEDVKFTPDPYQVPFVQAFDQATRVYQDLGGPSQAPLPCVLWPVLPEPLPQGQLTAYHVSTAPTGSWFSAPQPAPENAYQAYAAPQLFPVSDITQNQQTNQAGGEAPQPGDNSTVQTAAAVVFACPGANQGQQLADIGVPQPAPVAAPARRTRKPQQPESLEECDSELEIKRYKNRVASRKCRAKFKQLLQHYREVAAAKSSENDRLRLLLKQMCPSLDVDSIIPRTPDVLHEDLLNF
Yeast superoxide: reduction of superoxide in aged yeast, primary screen, HTS; actives 0.18% (n = 330,000); AID 2690, 2010; superoxide response (% of plate mean), % at 10 µM; S. cerevisiae aged cells, superoxide DHE fluorescence; active compounds read low;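 active = superoxide response under a set limit, about three screen SD below normal, cut at about 65% in these data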;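 note: yeast aged for seven days with compound at 30 °C before DHE staining; 100% = average MFI of all compound-treated wells on the plate with controls excluded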
EBNA-1 inh: EBNA-1 DNA-binding inhibitors, primary screen, biochemical, fluorescence polarization; inhibition, % at 14.8 µM; actives 0.34% (n = 300,000); AID 1950, 2009; in the data active = inhibition above about 28%
Fh CTSL1 inh: Fasciola hepatica cathepsin L1 inhibitors, primary screen, counter-screen for PFM18AAP inhibitor project, biochemical, QFRET, fluorogenic peptide substrate; actives 0.49% (n = 300,000); inhibition, % at 5.96 µM; recombinant F. hepatica cathepsin L1, Z-Leu-Arg-MCA fluorescence;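 active = inhibition above the mean of all tested compounds plus 3 SD, set per screening campaign, cut at about 17% in these data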;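 note: 0% = plate median of test compound wells and 100% = 1 µM Z-Phe-Ala-diazomethylketone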
GASC-1 inh: inhibitors of GASC-1 histone demethylase, primary screen, biochemical, fluorescence, DELFIA europium; actives 0.069% (n = 330,000); GST-JMJD2C(1-420) H3K9me3 demethylation; Lysine-specific demethylase 4C (Homo sapiens), Q9H3R0; inhibition, % at 2.35 µM;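 active = more than half of a compound's replicate wells show inhibition beyond 50%, single wells judged on their own value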;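 note: signal counts dimethyl H3K9 product captured on neutravidin plate; 0% = median of DMSO wells and 100% = 0.3 times that DMSO median; strong numbers were not always called active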
PP5 inh: PP5 phosphatase inhibitors, primary screen, biochemical, fluorescence. Serine/threonine-protein phosphatase 5 (Homo sapiens), P53041. purified PP5c, OMFP substrate fluorescence. inhibition, % at 6.7 µM. actives 0.18% (n = 320,000). AID 1987, 2009;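 active = inhibition above the campaign's mean inhibition across all tested compounds plus 3 SD, cut at about 9.5% in these data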;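 note: 0% = DMSO only and 100% = 100 µM cantharidin control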
Target sequence (P53041 whole entry, looked up): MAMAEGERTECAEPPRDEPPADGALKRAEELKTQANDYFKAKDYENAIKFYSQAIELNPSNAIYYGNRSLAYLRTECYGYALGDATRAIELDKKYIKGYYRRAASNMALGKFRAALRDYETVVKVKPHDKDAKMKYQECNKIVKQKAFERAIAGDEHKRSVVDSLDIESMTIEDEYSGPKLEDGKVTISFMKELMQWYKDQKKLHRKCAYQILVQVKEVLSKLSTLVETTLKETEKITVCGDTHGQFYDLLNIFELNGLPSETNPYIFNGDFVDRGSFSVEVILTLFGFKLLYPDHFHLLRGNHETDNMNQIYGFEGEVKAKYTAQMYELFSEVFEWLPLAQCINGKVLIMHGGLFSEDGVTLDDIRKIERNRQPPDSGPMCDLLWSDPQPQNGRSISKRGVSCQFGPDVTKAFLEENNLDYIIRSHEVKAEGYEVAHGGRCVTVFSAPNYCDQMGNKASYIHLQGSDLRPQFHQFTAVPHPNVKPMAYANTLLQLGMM
TPT1 inh: Candida albicans TPT1 enzyme inhibitors, primary screen, biochemical, fluorescence polarization; tRNA 2'-phosphotransferase TPT1 (Candida albicans SC5314); recombinant caTPT1, FP RNA substrate dephosphorylation; inhibition, % at 5 µM; actives 0.81% (n = 300,000); AID 1962, 2009;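 active = inhibition above the mean of all tested compounds plus 3 SD, set per screening campaign, cut at about 24% in these data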;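 note: plate controls were DMSO alone for no effect and ferristatin control at 100 nM for full effect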
HCV core dimer: inhibitors of HCV core protein dimerization, primary screen, biochemical, TR-FRET, high-throughput; TR-FRET GST/Flag-core106 dimerization, 1536-well; inhibition, % at 5 µM; actives 0.33% (n = 300,000);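 active = inhibition above the mean of all tested compounds plus 3 SD, set per screening campaign, cut at about 45% in these data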
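assay system = GST-tagged and Flag-tagged HCV core protein residues 1-106 | controls = unlabelled core106 and no-GST-core106 wells | incubation = compound-protein-antibody incubation 4 h at 22.5 °C | probe or stimulus = Eu donor and XL665 acceptor anti-tag antibodies | read-out = % inhibition based on acceptor/donor emission ratio | signal = TR-FRET 671 and 617 nm emission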
Numbers without * were called inactive. Random draw from the library (roughly 3.1% active in at least one column).

How did Cc1ccccc1SCC(=O)NCCCn1ccnc1 do in these assays?
PP1 counter: -2; ZTA counter: -3; Yeast superoxide: 84; EBNA-1 inh: -6; Fh CTSL1 inh: 1; GASC-1 inh: -14; PP5 inh: 0.6; TPT1 inh: 0; HCV core dimer: 0

Results for Oc1cccc(/C=N/NC(=S)NCCN2CCOCC2)c1O ?
PP1 counter: 0; ZTA counter: -11; Yeast superoxide: 103; EBNA-1 inh: -7; Fh CTSL1 inh: 10; GASC-1 inh: 37; PP5 inh: -2.7; TPT1 inh: -3; HCV core dimer: 0

Results for CCOC(=O)C1CCN(C(=O)c2oc3ccc4c(c3c2C)C(O)CC2(CCCCC2)O4)CC1 (stereo not drawn) ?
PP1 counter: -4; ZTA counter: 2; Yeast superoxide: 110; EBNA-1 inh: -2; Fh CTSL1 inh: -2; GASC-1 inh: 1; PP5 inh: 0.6; TPT1 inh: -1; HCV core dimer: 6

What do the screens show for `CCCCCCNCc1cccc(Br)c1`?
PP1 counter: 0; ZTA counter: 10; Yeast superoxide: 119; EBNA-1 inh: 12; Fh CTSL1 inh: 2; GASC-1 inh: 4; PP5 inh: 0.3; TPT1 inh: 1; HCV core dimer: -6

Results for COCCCNC(=O)Cn1ncc2ccsc2c1=O ?
PP1 counter: 1; ZTA counter: 0; Yeast superoxide: 96; EBNA-1 inh: 1; Fh CTSL1 inh: 3; GASC-1 inh: -5; PP5 inh: 0.9; TPT1 inh: -1; HCV core dimer: 12

How did Cc1cccc(C(=O)N2CCC(=O)N(C(COCc3ccccc3)Cc3ccccc3)CC2)c1 (stereo not drawn) do in these assays?
PP1 counter: -2; ZTA counter: -3; Yeast superoxide: 96; EBNA-1 inh: 2; Fh CTSL1 inh: 0; GASC-1 inh: 24; PP5 inh: -1.7; TPT1 inh: -4; HCV core dimer: 8

Results for CCc1ccc(NC(=O)CS(=O)CC(=O)Nc2ccc(-n3cnnn3)c(C)c2)cc1 (stereo not drawn) ?
PP1 counter: -1; ZTA counter: -3; Yeast superoxide: 95; EBNA-1 inh: -11; Fh CTSL1 inh: -1; GASC-1 inh: 10; PP5 inh: 2.4; TPT1 inh: -3; HCV core dimer: 1

Results for O=C(NCc1ccccn1)c1nnc(Cc2ccc(Cl)cc2)o1 ?
PP1 counter: -3; ZTA counter: -4; Yeast superoxide: 102; EBNA-1 inh: -5; Fh CTSL1 inh: 2; GASC-1 inh: -4; PP5 inh: 0.1; TPT1 inh: -1; HCV core dimer: 6

Results for CCN(CC)S(=O)(=O)c1ccc2c(c1)c(=O)c(C(=O)NCCCN(C)c1ccccc1)cn2C ?
PP1 counter: -9; ZTA counter: -6; Yeast superoxide: 95; EBNA-1 inh: -2; Fh CTSL1 inh: 7; GASC-1 inh: 1; PP5 inh: 4.5; TPT1 inh: 0; HCV core dimer: 5

What do the screens show for `O=C(CCCC(=O)c1ccc(O)cc1)c1ccc(O)cc1`?
PP1 counter: -3; ZTA counter: -5; Yeast superoxide: 101; EBNA-1 inh: 1; Fh CTSL1 inh: -1; GASC-1 inh: -15; PP5 inh: -0.6; TPT1 inh: 4; HCV core dimer: -19

Results for O=C1NC(C(=O)O)=CC(c2ccc([N+](=O)[O-])cc2)N1 (stereo not drawn) ?
PP1 counter: -3; ZTA counter: 0; Yeast superoxide: 103; EBNA-1 inh: -8; Fh CTSL1 inh: 2; GASC-1 inh: 3; PP5 inh: 1.3; TPT1 inh: 2; HCV core dimer: 5

What do the screens show for `Cn1c(=O)n(C)c2cc(N3CCCCC3)c(NC(=O)c3cccc(Cl)c3)cc21`?
PP1 counter: 10; ZTA counter: -22; Yeast superoxide: 103; EBNA-1 inh: -8; Fh CTSL1 inh: 9; GASC-1 inh: -10; PP5 inh: -4.1; TPT1 inh: 4; HCV core dimer: -4

What do the screens show for `COc1ccc(CCN(C)C(=O)CN2C(=O)NC3(CCCc4ccccc43)C2=O)cc1OC` (stereo not drawn)?
PP1 counter: -4; ZTA counter: -11; Yeast superoxide: 80; EBNA-1 inh: -12; Fh CTSL1 inh: 0; GASC-1 inh: -1; PP5 inh: 0.6; TPT1 inh: -5; HCV core dimer: -7

How did CCOc1ccc(S(=O)(=O)NCCC(=O)NCc2ccco2)cc1 do in these assays?
PP1 counter: 4; ZTA counter: -4; Yeast superoxide: 104; EBNA-1 inh: 10; Fh CTSL1 inh: 1; GASC-1 inh: 2; PP5 inh: -0.4; TPT1 inh: -2; HCV core dimer: -11

Results for O=C(CSc1nnnn1C1CCCCC1)NCc1ccco1 ?
PP1 counter: -1; ZTA counter: 14; Yeast superoxide: 105; EBNA-1 inh: -4; Fh CTSL1 inh: 1; GASC-1 inh: 1; PP5 inh: 2.1; TPT1 inh: 0; HCV core dimer: 2

Results for C/C(=N\NC(=O)CCC(=O)Nc1ccccc1)c1cccs1 ?
PP1 counter: -4; ZTA counter: 6; Yeast superoxide: 102; EBNA-1 inh: -8; Fh CTSL1 inh: -4; GASC-1 inh: 0; PP5 inh: 0.2; TPT1 inh: -2; HCV core dimer: 1

How did CCOC(=O)n1c(=O)n(Cc2ccccc2Cl)c2ccccc21 do in these assays?
PP1 counter: 9; ZTA counter: -19; Yeast superoxide: 93; EBNA-1 inh: 1; Fh CTSL1 inh: -1; GASC-1 inh: 14; PP5 inh: 2.9; TPT1 inh: -7; HCV core dimer: 4

How did Cc1ccoc1C(=O)Nc1ccc(CC(=O)O)cc1 do in these assays?
PP1 counter: -1; ZTA counter: 4; Yeast superoxide: 98; EBNA-1 inh: 1; Fh CTSL1 inh: -4; GASC-1 inh: -4; PP5 inh: 0.8; TPT1 inh: 3; HCV core dimer: -3

How did Cc1ccc(C(C)(C)C)cc1S(=O)(=O)N1CCC(C(=O)N2CCN(c3ccc(O)cc3)CC2)CC1 do in these assays?
PP1 counter: 5; ZTA counter: -20; Yeast superoxide: 99; GASC-1 inh: 2; PP5 inh: 6.9

Results for O=C(Nc1cc(Cl)ccc1Oc1ccccc1)c1cnccn1 ?
PP1 counter: 0; ZTA counter: 12; Yeast superoxide: 96; EBNA-1 inh: 2; Fh CTSL1 inh: -2; GASC-1 inh: -7; PP5 inh: 1.3; TPT1 inh: -5; HCV core dimer: 4

Results for CCOC(=O)C1=C(C)Nc2nc3ccccc3n2C1c1ccc(O)cc1 (stereo not drawn) ?
PP1 counter: -1; ZTA counter: -1; Yeast superoxide: 97; EBNA-1 inh: -3; Fh CTSL1 inh: 5; GASC-1 inh: -1; PP5 inh: 2.1; TPT1 inh: -3; HCV core dimer: 0

Results for O=C(CSCc1ccc([N+](=O)[O-])cc1)Nc1ccccc1C(=O)O ?
PP1 counter: 2; ZTA counter: 6; Yeast superoxide: 115; EBNA-1 inh: -15; Fh CTSL1 inh: 4; GASC-1 inh: 11; PP5 inh: 1.0; TPT1 inh: 2; HCV core dimer: 0

How did CCCCCCCCC(=O)Nc1cc(C)ccc1OC do in these assays?
PP1 counter: -2; ZTA counter: -2; Yeast superoxide: 100; EBNA-1 inh: -10; Fh CTSL1 inh: 3; GASC-1 inh: 3; PP5 inh: 7.2; TPT1 inh: -5; HCV core dimer: 4

Results for Cc1ccc(NC(=O)c2c(C(F)(F)F)nn(C)c2Cl)cc1C ?
PP1 counter: 4; ZTA counter: -5; Yeast superoxide: 124; EBNA-1 inh: -1; Fh CTSL1 inh: -3; GASC-1 inh: -8; PP5 inh: 2.9; TPT1 inh: 2; HCV core dimer: 0

How did O=C(Nc1ccc(S(=O)(=O)NC2=NCCCCC2)cc1)c1ccc(Cl)cc1Cl do in these assays?
PP1 counter: 3; ZTA counter: 12; Yeast superoxide: 100; EBNA-1 inh: -6; Fh CTSL1 inh: -1; GASC-1 inh: 12; PP5 inh: 1.9; TPT1 inh: 0; HCV core dimer: 2

What do the screens show for `O=C(CSc1nnc2ccc(-c3ccccn3)nn12)Nc1ccccc1`?
PP1 counter: -2; ZTA counter: -10; Yeast superoxide: 107; EBNA-1 inh: -4; Fh CTSL1 inh: -1; GASC-1 inh: -6; PP5 inh: -0.7; TPT1 inh: 3; HCV core dimer: -2

How did CC(C)n1c(=O)c2c(O)cc(=O)oc2c2ccccc21 do in these assays?
PP1 counter: 8; ZTA counter: -4; Yeast superoxide: 71; EBNA-1 inh: -9; Fh CTSL1 inh: -2; GASC-1 inh: -13; PP5 inh: 3.9; TPT1 inh: 16; HCV core dimer: 9

How did CCN(c1cccc(C)c1)S(=O)(=O)c1cccc2nsnc12 do in these assays?
PP1 counter: -3; ZTA counter: 0; Yeast superoxide: 96; EBNA-1 inh: 6; Fh CTSL1 inh: 7; GASC-1 inh: 11; PP5 inh: -1.5; TPT1 inh: -3; HCV core dimer: 4

How did COC(=O)/C=C1/SC(=Nc2ccc(Cl)c(Cl)c2)NC1=O do in these assays?
PP1 counter: -7; ZTA counter: -2; Yeast superoxide: 99; EBNA-1 inh: 41*; Fh CTSL1 inh: 8; GASC-1 inh: 7; PP5 inh: 2.3; TPT1 inh: 3; HCV core dimer: 7

Results for CC(C)(C)n1nnnc1C(c1ccncc1)N1CCN(C2CCCCC2)CC1 (stereo not drawn) ?
PP1 counter: 3; ZTA counter: 0; Yeast superoxide: 97; EBNA-1 inh: -2; Fh CTSL1 inh: 1; GASC-1 inh: 3; PP5 inh: -0.1; TPT1 inh: -1; HCV core dimer: -12

Results for CCOc1ncccc1C(=O)N1CCN(S(=O)(=O)c2ccc3ccccc3c2)CC1 ?
PP1 counter: 4; ZTA counter: -26; Yeast superoxide: 107; EBNA-1 inh: -10; Fh CTSL1 inh: -2; GASC-1 inh: -5; PP5 inh: 2.4; TPT1 inh: -3; HCV core dimer: 1

Results for CC(NC(=O)c1cc(-c2cccs2)on1)c1ccccc1 (stereo not drawn) ?
PP1 counter: -2; ZTA counter: -1; Yeast superoxide: 105; EBNA-1 inh: -2; Fh CTSL1 inh: -1; GASC-1 inh: 13; PP5 inh: 1.6; TPT1 inh: 0; HCV core dimer: -3

Results for CCOc1cc(N2C(=O)CC3CS(=O)(=O)CC32)c(OCC)cc1NC(=O)c1ccccc1 (stereo not drawn) ?
PP1 counter: 1; ZTA counter: 2; Yeast superoxide: 106; EBNA-1 inh: -7; Fh CTSL1 inh: 3; GASC-1 inh: 7; PP5 inh: -0.2; TPT1 inh: 15; HCV core dimer: 1

What do the screens show for `O=C(Nc1cccc(S(=O)(=O)NC2=NCCC2)c1)c1ccc(OC(F)F)cc1`?
PP1 counter: -4; ZTA counter: 0; Yeast superoxide: 84; PP5 inh: 1.3

What do the screens show for `O=C(NCCSCc1ccc(Cl)cc1Cl)c1ccc(CN2CCOCC2)cc1`?
PP1 counter: -3; ZTA counter: 2; Yeast superoxide: 70; EBNA-1 inh: 4; Fh CTSL1 inh: -1; GASC-1 inh: 37; PP5 inh: 0.6; TPT1 inh: -1; HCV core dimer: 3

Results for Cc1cc(C)n2nc(NCc3cccc(Br)c3)nc2n1 ?
PP1 counter: 3; ZTA counter: -2; Yeast superoxide: 97; EBNA-1 inh: -1; Fh CTSL1 inh: 0; GASC-1 inh: 5; PP5 inh: 1.9; TPT1 inh: 0; HCV core dimer: 4

High-throughput results as filed in PubChem BioAssay.
